Screening results: PubChem, National Center for Advancing Translational Sciences (NCATS)
GLP1R cytotox: qHTS of GLP-1 Receptor Inverse Agonists: Cytotox Screen; HEK293 cAMP-luciferase reporter cells, luminescence, 24 h; Potency, µM (top dose mostly 38.3 µM), for the others: at the top dose activity change, negative = inhibition, usual class: inhibitors; 410,000 tested, 0.13% active; AID 624418, 2012;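 also: loss of luciferase light is scored as toxicity; % is scaled to controls: 0 for no effect and ±100 for the full control effect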
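Quantitative HTS format, 1536 wells, 200 cells/uL seeded. Compounds: 23 nL, 24 h, 37 °C. Detection: luciferase reagent, luminescence at 12 min RT; decreased signal taken as cytotoxic.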
KB-V1 cytotox: qHTS assay for MDR1-selective chemotherapeutics: Primary screen using the drug-selected MDR subline cells KB-V1. KB-V1 MDR cells viability, CellTiter-Glo, 72 h. Potency, µM (doses to about 46.1 µM), without a hit: top-dose activity change, negative = cytotoxicity, most hits filed as cytotoxic. 400,000 tested, 3.4% active. AID 1347076, 2019; also: % is scaled to controls: 0 for no effect and ±100 for the full control effect; nearly all actives have a fitted effect of over 60% in size
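In this primary screen, KB-V1 cells overexpressing P-gp are incubated with library compounds (lowest to highest concentration) for 72 h at 37 degrees C before a luminescent ATP viability read.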
HT1080 IDH1KD tx: qHTS for induction of synthetic lethality in tumor cells producing 2HG: qHTS for the HT-1080-IDH1KD cell line; Potency, µM (highest dose often 46.1 µM), for inactives: top-dose activity, negative = toxicity, hits mostly cytotoxic; 360,000 tested, 2% active; AID 686971, 2013; HT-1080 IDH1 knockdown viability, ATP luminescence, 48 h;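 also: 0% = DMSO wells and -100% = cell-free medium wells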
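Viability of IDH1-knockdown HT-1080 fibrosarcoma cells was assessed by CellTiter-Glo after 48 h at 37 °C with titrated compound; concentration-effect curves were classified by fit quality and response size.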
GLP-1R inv ag: qHTS of GLP-1 Receptor Inverse Agonists (Inhibition Mode) | Glucagon-like peptide 1 receptor (Homo sapiens), P43220 | HEK293 GLP-1R CRE-luciferase, luminescence, 24 h; GLP-1R form is constitutively active | Potency, µM (doses to about 38.3 µM), without a hit: top-dose activity change, negative = inhibition, usual class: inhibitors | 410,000 tested, 1.6% active | AID 624417, 2012; also: % is scaled to controls: 0 for no effect and ±100 for the full control effect; nearly all actives have a fitted effect of over 55% in size
Target sequence (P43220 whole entry, looked up): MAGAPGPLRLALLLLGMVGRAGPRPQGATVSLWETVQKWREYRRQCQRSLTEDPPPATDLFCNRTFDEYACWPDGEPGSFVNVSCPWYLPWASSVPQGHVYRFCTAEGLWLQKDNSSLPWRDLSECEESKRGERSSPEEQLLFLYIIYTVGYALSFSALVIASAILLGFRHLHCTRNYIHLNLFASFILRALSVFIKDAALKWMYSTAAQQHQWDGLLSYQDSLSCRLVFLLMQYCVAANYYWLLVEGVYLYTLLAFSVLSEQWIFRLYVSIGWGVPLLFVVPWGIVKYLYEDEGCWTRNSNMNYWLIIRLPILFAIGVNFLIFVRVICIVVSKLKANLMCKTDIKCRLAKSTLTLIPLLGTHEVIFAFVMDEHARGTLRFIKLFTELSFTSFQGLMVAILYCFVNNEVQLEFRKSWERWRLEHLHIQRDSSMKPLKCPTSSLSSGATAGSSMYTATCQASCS
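Luminescence readout: a drop in cAMP-driven luciferase signal flags inverse agonism at a constitutively active GLP-1R stably expressed in HEK293. Compound exposure lasted 24 hr at 37 deg C, 5% CO2.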
GLP-1R agonist: qHTS of GLP-1 Receptor Agonists. Glucagon-like peptide 1 receptor (Homo sapiens), P43220. HEK293 GLP-1R CRE-luciferase, luminescence, 4-6 h; cells express a hypersensitive GLP-1R form. Potency, µM (titrated, usually from 45.6 µM), for inactives: at the top dose activation, most hits filed as activators. 380,000 tested, 0.007% active. AID 624172, 2012; also: % of control where 0% means no effect
TDP43 rescue: qHTS of TDP-43 Inhibitors; 410,000 tested, 1.8% active; TDP-43 expressing yeast growth rescue, BacTiter-Glo, 24 h; AID 652104, 2013; Potency, µM (series often up to 46.1 µM), without a hit: top-dose growth rescue (activation), hits mostly activators; also: % of control where 0% means no effect; nearly all actives have a fitted effect of over 50% in size
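Luminescence from BacTiter-Glo reports growth of TDP-43-expressing yeast after 24 hr at 30 deg C with compound. Cells were raffinose-pregrown to mid-log, then seeded in galactose medium at OD600=0.02.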
SW480 rerep: A quantitative high throughput screen for small molecules that induce DNA re-replication in SW480 colon adenocarcinoma cells. Potency, µM (titrated, usually from 46.1 µM), for the others: top-dose re-replication activation, actives largely listed as activators. SW480 DNA re-replication, Hoechst DNA content imaging, 48 h. 340,000 tested, 1.8% active; also: % of control where 0% means no effect; nearly all actives have a fitted effect of over 55% in size
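Hoechst fluorescence of nuclei (405 nm excitation, 500-530 nm emission) measured by plate-scanning imager after 48 hr compound exposure at 37 C; re-replication scored as increased number of nuclei with elevated intensity.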
KB-3-1 cytotox: qHTS assay for MDR1-selective chemotherapeutics: Primary screen using the parental adenocarcinoma cell KB-3-1. Potency, µM (doses to about 46.1 µM), inactives show top-dose activity change, negative = cytotoxic, actives largely listed as cytotoxic. 400,000 tested, 1.4% active. KB-3-1 viability, CellTiter-Glo ATP luminescence, 72 h; also: % is scaled to controls: 0 for no effect and ±100 for the full control effect; nearly all actives have a fitted effect of over 60% in size
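72 h, 37 °C compound treatment of KB-3-1 parental cells; CellTiter-Glo added, 10 min, luminescence read. Data corrected against DMSO-only plates and normalized before curve fitting.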
HT1080NT lethal: qHTS for induction of synthetic lethality in tumor cells producing 2HG: qHTS for the HT-1080-NT fibrosarcoma cell line; AID 686970, 2013; Potency, µM (titrated, usually from 46.1 µM), for inactives: at the highest dose activity, negative = less viability, actives largely listed as cytotoxic; 360,000 tested, 1.6% active; HT-1080-NT fibrosarcoma viability, CellTiter-Glo ATP luminescence, 48 h;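 also: NT is the 2HG producing partner of a matched IDH1 knockdown line; 0% = DMSO-treated cells and -100% = media-only wells without cells; nearly all actives have a fitted effect of over 55% in size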
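Viability by CellTiter-Glo luminescence after 48 h compound exposure at 37C of HT-1080-NT cells (750/well, RPMI, 5% FBS). % activity scaled between DMSO wells and medium-only wells, then curve-fitted and categorized by curve class.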
Numbers without * were called inactive; u = inconclusive; x = no result given; & = joins results of further samples; ! = repeats disagree; [ ] = dose if it differs, or a comment. Calls follow the shape of the dose curve; as a rule, active = well fitted curve in the direction sought with a large enough effect; inconclusive = small, poorly fitted or top-dose-only effect, or another doubt; inactive = no such curve, though single readings can be large; an effect the other way counts as inactive or inconclusive. Potency is read from the fitted curve at half-maximal effect.

SMILES	GLP1R cytotox	KB-V1 cytotox	HT1080 IDH1KD tx	GLP-1R inv ag	GLP-1R agonist	TDP43 rescue	SW480 rerep	KB-3-1 cytotox	HT1080NT lethal
O=C(CSc1n[nH]c(-c2ccccc2)n1)Nc1ccc(F)cc1F	-8%	x	-13%	7%	9%	-6%	4%	x	-8%
COC(=O)CCSc1cc([N+](=O)[O-])cc2c1c(C1OCCO1)nn2-c1ccccc1	-3%	11%	0%	24%	1%	2%	1%	16%	-2%
Cc1cc(NC(=O)CSc2nc3ccccc3c(=O)n2C2CCCC2)no1	-29%	1.3µM*	1.8µM*	0%	6%	10%	1.3µM*	u	u
Cc1ccc(C(=O)NCC(=O)N/N=C/c2cccs2)cc1C	4%	-15%	10%	0%	4%	7%	-10%	-2%	-2%
CN(C)C=NC(=O)/C(C#N)=C/c1ccccc1	0%	9%	-2%	7%	4%	4%	1%	15%	3%
Cc1ccccc1OC(=O)c1snnc1C	2%	26%	x	14%	x	u	x	3%	x
Cc1cc(-c2n[nH]c(=S)n2/N=C/c2ccco2)n[nH]1	19%	-6%	-1%	1%	-8%	1%	-1%	-1%	-1%
O=C(Cn1ncc(N2CCOCC2)c(Cl)c1=O)c1ccc(Cl)cc1	5%	0%	0%	-12%	6%	-19%	-20%	6%	20%
Cc1ccc(C(=O)NNc2c3ccccc3nc3ccccc23)cc1	45%[activator]	-9%	u	-25%	17%	-2%[1.82 µM]	2%	u	-14%
CN(C)c1nc2ccccc2c(N)c1-c1ccccc1	u	u	u	0%	-1%	2%	3%	-16%	u
Fc1cccc(Cc2c(-c3ccc(Cl)cc3)nc3ccc(Br)cn23)c1	-6%	14%	0%	-14%	11%	-4%	x	0%	7%
CN(c1ccccc1C(=O)Nc1ccc2c(c1)n(C)c(=O)n2C)S(C)(=O)=O	-3%	10%	-2%	11%	18%	-10%	-1%	1%	-2%
COC(=O)c1cc(NC(=O)Cc2cc(OC)c(OC)c(OC)c2)cc(C(=O)OC)c1	3%	-18%	1%	13%	4%	-10%	40%	-1%	-1%
COc1cc2c(cc1OC)C(c1cccs1)NCC2 (centres undefined)	-1%	-9%	1%	9%	9%	13%	-3%	10%	-9%
O=C(OCc1ccccn1)C1CCN(C(=O)c2ccc(Cl)cc2)CC1	12%	11%	1%	-6%	14%	3%	-487%[inhibitor]	-3%	10%
CCC(Sc1nc2ccccc2c(=O)n1CC1CCCO1)C(=O)NCc1cccnc1 (centres undefined)	1%	u	-1%	-8%	-11%	0%	u	0%	-17%
COc1ccccc1N1CCN(c2nc(C)cc(=O)[nH]2)CC1	-2%	-2%	6%	-3%	9%	-11%	-3%	1%	u
COCCN(C(=O)CSc1nnc(Nc2ccccc2F)s1)c1c(N)n(Cc2ccccc2)c(=O)[nH]c1=O	-5%	9%	-5%	-2%	4%	12%	3%	-4%	-4%
Cc1ccc(C(=O)NCCSC(C)(C)C)cc1	-1%	7%	19%	u	-26%	-18%	-5%	0%	28%
O=C(CN1C(=O)c2ccccc2S1(=O)=O)Nc1cc(S(=O)(=O)N2CCCCC2)ccc1Cl	3%	9%	20%	4%	-5%	12%	-4%	0%	8%

Structures listed so far that bear a hit mark in SW480 rerep:
compound	GLP-1R inv ag	GLP-1R agonist	SW480 rerep
Cc1cc(NC(=O)CSc2nc3ccccc3c(=O)n2C2CCCC2)no1	0%	6%	1.3µM*

(more compounds)
SMILES	GLP1R cytotox	KB-V1 cytotox	HT1080 IDH1KD tx	GLP-1R inv ag	GLP-1R agonist	TDP43 rescue	SW480 rerep	KB-3-1 cytotox	HT1080NT lethal
CCOP(=O)(Nc1cccc2oc(=O)c3ccccc3c12)OCC	-11%	-8%	5%	107%[activator]	22%	3%	0%	-1%	12%
COc1ccc(/C=C(\C#N)C(=O)NCCc2ccccc2)cc1OCc1ccccc1	-9%	u	u	u	-1%	14%	u	1%	-24%
CCN(CC)S(=O)(=O)c1cccc(NC(=O)COC(=O)c2cc(C)oc2C)c1	5%	1%	-2%	u	8%	14%	-4%	11%	-6%
CC1CN(c2cc(-c3ccccc3)c3ccccc3n2)CC(C)O1 (centres undefined)	-9%	-14%	-13%	u	9%	-7%	3%	1%	-4%
O=C(/C=C/c1ccco1)N1CCN(S(=O)(=O)/C=C/c2ccccc2)CC1	-1%[7.66 µM]	u	2%	0%[7.66 µM]	-1%	1%	-1%	4%	0%
CCCCCn1c(=NC(=O)c2ccco2)c(C(=O)OCC)cc2c(=O)n3ccccc3nc21	61%[activator]	5.2µM*!	5%&-2%	61%&86%[activator]	14%&6%	10%&3%	u	-1%&-10%	8%&0%
CC1CCN(S(=O)(=O)c2cnc[nH]2)CC1	6%	8%	-2%	13%	8%	5%	-1%	5%	-4%
CCCCn1nc(C(=O)N[C@@H](CCSC)c2nc3ccccc3[nH]2)c2ccccc2c1=O	12%	0%	u	u	13%	1%	7%	0%	u
COC(=O)c1ccccc1NC(=O)Cn1c(=O)n(Cc2ccc(C(=O)NCc3ccc4c(c3)OCO4)cc2)c(=O)c2ccccc21	-2%	-13%	x	1%	1%	-14%	x	-6%	x
O=C(O)CCCNS(=O)(=O)/C=C/c1ccccc1	2%	-7%	1%	0%	-1%	0%	5%	9%	0%
CCOC(=O)c1c(C)n(C)c2ccc(OCC(N)=O)cc12	0%	u	5%	50%[activator]	1%	7%	-20%	23%	16%
CC1(C(=O)NS(=O)(=O)c2ccc(C#N)cc2)CCN1C(=O)Cc1cc(F)ccc1F (centres undefined)	-9%	1%	14%	14%	-8%	12%	x	3%	28%
COc1ccc(/C=C/C(=O)c2ccc3c(c2)OCO3)cc1OC	-13%	u	-7%	14%	0%	u	u	-15%	1%
COc1ccc(C2=NOC(C(=O)N3CCN(C(=O)c4ccco4)CC3)C2)cc1OC (centres undefined)	6%	7%	-2%	26%	-7%	-11%	-7%	-3%	-1%
COc1ccc(-c2[nH]nc(-c3ccccc3)c2-c2nc3ccccc3[nH]2)cc1	12%	-2%	-15%	u	-13%	-8%	11%	2%	-5%
Cc1ccc2oc(=O)cc(CN3CCC(C)CC3)c2c1	4%	u	2%	-4%	-1%	11%	-1%	0%	-2%
CC(C)[C@H](NC(=O)c1ccc(Cl)cc1)C(=O)OCC(=O)N1CCN(c2ccccc2)CC1	4%	x	3%	u	1%	13%	-6%	x	-8%
CCN(CC)CCN(C(=O)c1ccco1)c1nc2ccc(Cl)cc2s1	4%	6%	x	u	x	-2%	x	-8%	x
COc1ccccc1CNC(=O)C(C)Oc1ccccc1 (centres undefined)	6%	3%	-3%	-1%	10%	-5%	0%	-4%	-10%
COc1cccc(CNC(=O)c2ccc(NC(=O)N3CCCCc4ccccc43)cc2)c1OC	-7%	10%	x	-21%	x	18%	x	4%	x

The list goes on:
SMILES	GLP1R cytotox	KB-V1 cytotox	HT1080 IDH1KD tx	GLP-1R inv ag	GLP-1R agonist	TDP43 rescue	SW480 rerep	KB-3-1 cytotox	HT1080NT lethal
COc1cccc(OC2(C)CCN(Cc3cccn3-c3nccs3)C2)c1 (centres undefined)	-11%	u	-18%	-28%	-2%	-6%	x	-10%	-29%
CCn1cc(/C=N/O)c(C)n1	-11%	18%	12%	-2%	-5%	0%	0%	9%	8%
CC(C)NC(=O)c1ccccc1NC(=O)C(C)Oc1ccccc1 (centres undefined)	0%[0.307 µM]	-26%	-5%	5%[0.307 µM]	2%	-6%	0%	8%	1%
Cc1cc(C)c(S(=O)(=O)N2CCCc3ccccc32)c(C)c1	-10%	5%	2%	u	14%	-38%[inhibitor]	1%	0%	8%
Cc1cc(C(F)(F)F)nn1CC(=O)Nc1ccc(Br)c2cccnc12	-4%	-4%	-7%	3%	0%	0%	2%	-2%	-3%
C=CCn1c(SCC(=O)Nc2cc3oc4ccccc4c3cc2OC)nnc1-c1cnccn1	-9%	-17%	0%	1%	7%	17%	9%	u	0%
CCOC(=O)c1c(NC(=O)c2ccco2)sc2c1CCCC2	1%	8%	12%	4%	-4%	13%	-1%	-2%	18%
Cc1c(Cl)cccc1-n1ncc(C(=O)Nc2ccc(Br)cc2F)c1C1CCNCC1	-18%	3%	x	u	x	7%	x	-23%	x
Cc1ccc(SC(C)C(=O)Nc2ccccc2C(=O)N2CCOCC2)cc1 (centres undefined)	0%	2%	11%	-18%	-2%	-7%	-60%[inhibitor]	6%	9%
O=C(Oc1ccc2c(=O)c(Oc3ccc4ccccc4c3)coc2c1)c1cncc(Br)c1	8%	15%	1%	10%	-12%	-2%	-12%	27%	-2%
Cc1ccc(CCNC(=O)c2cc(-c3ccc(Cl)cc3)n[nH]2)cc1	3%	13%	x	16%	x	3%	x	1%	x
N#Cc1ccc(CSc2nnc(-c3cccs3)n2-c2ccccc2)cc1	-24%	u	-3%	u	7%	u	5%	1%	-21%
CCS(=O)(=O)Nc1ccc(C(=O)CC2(O)C(=O)Nc3ccccc32)cc1 (centres undefined)	17%	17%	8%	16%	0%	6%	5%	-7%	6%
O=C(Nc1ccc2c(c1)C(=O)NC2=O)c1ccc(Cl)s1	0%	u	-1%	-12%	0%	22%	1%	9%	6%

One compound at a time, from the list above. Order of screens: GLP1R cytotox, KB-V1 cytotox, HT1080 IDH1KD tx, GLP-1R inv ag, GLP-1R agonist, TDP43 rescue, SW480 rerep, KB-3-1 cytotox, HT1080NT lethal
CCn1cc(/C=N/O)c(C)n1 in the list: -11%, 18%, 12%, -2%, -5%, 0%, 0%, 9%, 8%
COc1ccc(-c2[nH]nc(-c3ccccc3)c2-c2nc3ccccc3[nH]2)cc1 in the list: 12%, -2%, -15%, u, -13%, -8%, 11%, 2%, -5%
